Bioassay records as filed in PubChem BioAssay.
AmpC no deterg: qHTS Inhibitors of AmpC Beta-Lactamase (assay without detergent); P00811; AmpC nitrocefin hydrolysis, absorbance 480 nm, 0.0001% Triton; Potency, µM (top dose mostly 57.1 µM), for the others: at the highest dose activity change, negative = inhibition, most hits filed as inhibitors; actives 0.52% (n = 330,000); AID 485341, 2010;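 further: potency means the concentration at half of the fitted maximal effect; plate controls were no compound for no effect and no enzyme for full effect; nearly all actives have a fitted effect of over 20% in size; some results filed as inactive show a strong effect at the top dose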
Target sequence (P00811 whole entry, looked up): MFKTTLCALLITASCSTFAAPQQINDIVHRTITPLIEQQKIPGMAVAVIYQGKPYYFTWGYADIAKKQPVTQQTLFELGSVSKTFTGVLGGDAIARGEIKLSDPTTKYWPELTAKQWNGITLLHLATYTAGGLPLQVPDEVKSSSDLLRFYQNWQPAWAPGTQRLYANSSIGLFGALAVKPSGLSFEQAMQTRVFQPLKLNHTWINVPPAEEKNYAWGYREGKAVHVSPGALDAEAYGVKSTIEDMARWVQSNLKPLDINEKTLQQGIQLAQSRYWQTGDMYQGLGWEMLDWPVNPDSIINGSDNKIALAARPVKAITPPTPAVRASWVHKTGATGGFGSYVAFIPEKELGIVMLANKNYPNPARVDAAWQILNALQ
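20 mM phosphate pH 7.0 + 0.01% (detergent screen) or 0.0001% Triton X-100; 5.3 nM AmpC reagent; cpd preinc 15 min RT; nitrocefin (800 uM stock) to start; A480 q20 s × 4 min; Activity was normalised to no-enzyme and no-compound control wells.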
CHX counter: Cycloheximide Counterscreen for Small Molecule Inhibitors of Shiga Toxin; actives 12% (n = 300,000); max response, %; cell reporter, cycloheximide protein synthesis inhibition counterscreen; in the data active means max response mostly above about 13%, no sharp cut-off; inactive means mostly below about 14%; further: read at 38.3 µM for the half of the compounds with a filed dose; 0% is about no effect
Shiga toxin inh: A qHTS for Small Molecule Inhibitors of Shiga Toxin; inhibition, % at 38.7 µM; AID 2315, 2010; actives 9.2% (n = 290,000); Vero cells, Shiga toxin protein synthesis inhibition reporter; in the data active means inhibition mostly above about 28%, no sharp cut-off; inactive means mostly below about 43%; further: 0% is about no effect
LmPK inh: qHTS Assay for Inhibitors of Leishmania Mexicana Pyruvate Kinase (LmPK) | Potency, µM (top dose mostly 57.5 µM), for inactives: at the top dose activity change, negative = inhibition, most hits filed as inhibitors | Q27686 | purified LmPK, Kinase-Glo ATP luminescence, 1 h | actives 0.37% (n = 290,000) | AID 1721, 2009; further: potency means the concentration at half of the fitted maximal effect; on the % scale 0 is the no-effect control and ±100 the full control effect
Target sequence (Q27686 whole entry, looked up): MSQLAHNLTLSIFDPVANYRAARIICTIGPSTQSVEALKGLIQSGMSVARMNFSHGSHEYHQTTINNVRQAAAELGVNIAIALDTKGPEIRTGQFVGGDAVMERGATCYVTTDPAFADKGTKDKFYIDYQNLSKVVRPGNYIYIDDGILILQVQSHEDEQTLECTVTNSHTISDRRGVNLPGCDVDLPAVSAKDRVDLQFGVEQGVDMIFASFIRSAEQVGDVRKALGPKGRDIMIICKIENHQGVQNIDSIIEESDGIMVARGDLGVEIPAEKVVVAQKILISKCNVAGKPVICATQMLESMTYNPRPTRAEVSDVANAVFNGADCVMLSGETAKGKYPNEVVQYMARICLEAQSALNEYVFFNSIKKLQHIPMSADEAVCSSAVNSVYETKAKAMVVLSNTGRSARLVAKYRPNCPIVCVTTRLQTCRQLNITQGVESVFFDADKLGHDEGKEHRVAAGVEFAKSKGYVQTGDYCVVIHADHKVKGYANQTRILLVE
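In 50 mM imidazole pH 7.2 with 7 mM MgCl2, LmPK (0.1 nM) turned over PEP (0.5 mM) and ADP (0.1 mM) for 1 h at room temperature. Luciferase read-out of ATP.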
Tb PYK inh: qHTS of Trypanosoma Brucei Inhibitors | pyruvate kinase (Trypanosoma brucei), Q57TT1 | TbPYK enzyme, Kinase-Glo Plus ATP luminescence, 45 min | Potency, µM (top dose mostly 76.8 µM), for inactives: at the highest dose activity, negative = inhibition, hits mostly inhibitors | actives 0.12% (n = 410,000) | AID 624173, 2012; further: potency means the concentration at half of the fitted maximal effect; on the % scale 0 is the no-effect control and ±100 the full control effect; nearly all actives have a fitted effect of over 50% in size
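ADP (130 uM final) triggers the TbPYK reaction after compound addition; incubation is 45 min at room temperature. Kinase-Glo Plus is then added and luminescence imaged. Normalized data are fitted to concentration-effect curves.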
Pf growth 96h: Primary qHTS for delayed death inhibitors of the malarial parasite plastid, 96 hour incubation. actives 6.9% (n = 320,000). Potency, µM (highest dose often 28.7 µM), for inactives: at the highest dose activity change, negative = inhibition, most hits filed as inhibitors. P. falciparum luciferase reporter growth, 96 h. AID 504834, 2011; further: potency means the concentration at half of the fitted maximal effect; on the % scale 0 is the no-effect control and ±100 the full control effect
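Parasite growth measured via integrated firefly luciferase reporter in P. falciparum. Infected erythrocytes at 2% hematocrit, 0.05% parasitemia final were treated 96 hours at 37 C under 5% CO2, and luminescence was read.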
Pf growth 48h: Primary qHTS for delayed death inhibitors of the malarial parasite plastid, 48 hour incubation; P. falciparum luciferase growth in erythrocytes, 48 h; Potency, µM (doses to about 28.7 µM), without a hit: at the top dose activity change, negative = inhibition, hits mostly inhibitors; actives 5.9% (n = 310,000); further: potency means the concentration at half of the fitted maximal effect; on the % scale 0 is the no-effect control and ±100 the full control effect
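Compounds are pin-transferred into medium, infected erythrocytes (2% hematocrit, 0.1% parasitemia final) are added, and plates sit one parasite generation at 37 C in 5% CO2. Detection reagent is then added and luminescence measured.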
* marks the source's active call; other numbers are inactive results; i = inactive; ? = inconclusive; / = not tested or not shown; & = joins results of further samples; ! = a repeat was not active; [ ] = dose if it differs, or a comment. Unless noted, the call rests on the fitted dose curve; in most records, active means well fitted curve in the direction sought with a large enough effect; inconclusive means small, poorly fitted or top-dose-only effect, or another doubt; inactive means no such curve, though single readings can be large; an effect the other way counts as inactive or inconclusive.

item	canonical_smiles	AmpC no deterg	CHX counter	Shiga toxin inh	LmPK inh	Tb PYK inh	Pf growth 96h	Pf growth 48h
1	COc1ccc(C)cc1NC(=O)C(NCC1CCCO1)c1ccccc1 (stereo not drawn)	33%	-3	-8	-2%	-11%	?	-15%
2	C[C@@]12C(=O)N(Cc3ccccc3)CC(=O)N1[C@H]1c3cc(Cl)ccc3OC[C@@H]1[C@@H]2c1ccccc1	-1%	/	/	/	-4%	?	9.3µM*
3	c1ccc(-c2csc(=Nc3cccnc3)n2CC2CCCO2)cc1 (stereo not drawn)	-3%	7	-15	-5%	-12%	?	?
4	Cc1ccc(OCC(=O)NNC(=O)c2cc3ccccc3o2)cc1	-19%	10	13	2%	5%	?	-12%
5	CCc1ccc2c(c1)C(c1ccncc1)=NNC(c1ccccc1)=N2	6%	21	58	0%	3%	59%[activator]	?
6	CC(=O)N1c2ccc(S(=O)(=O)N3CCC(C(=O)Nc4cccc(Cl)c4)CC3)cc2CC1C (stereo not drawn)	3%	14	-8	-1%	-10%	25%	?
7	O=C(Cn1cnc2c(nnn2-c2cccc(F)c2)c1=O)Nc1ccc2c(c1)OCCO2	66%[activator]	-3	-8	5%	-2%	35%[activator]	9%
8	CC(=O)c1ccc(-c2cccc(-c3cc(=O)oc4ccc(C(C)(C)C)cc34)c2)cc1	-23%	19	i	/	-4%	/	/
9	O=C(NCc1ccc2c(c1)OCO2)c1ccc(CSCc2ccc(Cl)cc2)o1	-6%	-4	11	0%	3%	-57%	4%
10	CCn1c2ccccc2c2cc(NC(=O)CSc3nnc(-c4ccccc4)o3)ccc21	-23%	-4	-14	-1%	2%	/	-16%
11	O=C(Oc1cccc2cccnc12)c1cccs1	-24%	21*	41	10%	6%	?	?
12	Cc1noc(C)c1CSCC(=O)Nc1cc(C(F)(F)F)ccc1N1CCOCC1	39%	/	/	/	-1%	?	?
13	C=CCOc1ccc(CC(=O)O)cc1Cl	/	-1&5	17&2	/	-3%	13%	0%
14	O=C1C2CCCN2C(c2cccnc2)N1c1cccc(Cl)c1 (stereo not drawn)	-9%	-8	-6	7%	-9%	1%	/
15	COc1cccc(-c2nnn(CCC(=O)O)n2)c1	-1%	-2	-6	?	7%	?	8%
16	NC(=O)c1ccc(C(=O)N/N=C(/Cc2ccccc2)c2ccccc2)cc1	-8%	26*	22	0%	9%	?	42%
17	O=C(CSc1nnc(COc2ccc(Cl)cc2)o1)N1CCN(c2ccccc2)CC1	-17%	-3	-7	3%	-5%	11%	0%
18	C/C(=N\Nc1ncc(Cl)cc1Cl)c1ccccn1	-34%	43*	119*	?	-20%	?	-27%
19	CC1(C)COC(Cn2c3ccccc3c3ccccc32)O1 (stereo not drawn)	21%	2	-2	-5%	3%	?	-23%
20	O=C(CSc1ncn(-c2ccccc2)n1)N1CCc2ccccc21	-24%	-2	-7	4%	-14%	10µM*	21%

More compounds:
item	canonical_smiles	AmpC no deterg	CHX counter	Shiga toxin inh	LmPK inh	Tb PYK inh	Pf growth 96h	Pf growth 48h
21	O=[N+]([O-])c1ccc(Nc2ccc(Cl)cc2)nc1	-1%	-5	4	8%	2%	-6%	-17%
22	O=C(NC(=O)c1ccccc1)OCCN1C(=O)c2ccccc2C1=O	5%	10	-1	-3%	4%	?	?
23	O=C(c1ccccc1)N1CCC(O)(c2ccc3c(c2)OCO3)CC1	-9%	10	15	-2%	1%	?	?
24	Cc1ccc(NC(=O)c2sccc2-n2cccc2)c(Cl)c1	-33%	31*	22	14%	-4%	176%[activator]	19%
25	COc1ccc2c3c(cccc13)N(C)N=C2C	-7%	1	-2	-9%	-8%	0%	10µM*
26	O=C(NC(=S)NCCCN1CCOCC1)c1cccc2ccccc12	23%	4	3	-5%	-6%	6.6µM*	?
27	COc1ccc(N2CCN(C(=S)Nc3cccc(OC)c3)CC2)cc1	-32%	8	/	-2%	3%	18%	7%
28	COc1ccc(NC(=O)Nc2ccccc2F)c(C)c1	-12%	19*	52	8%	2%	7%	53%[activator]
29	NC(=S)N/N=C/c1coc2ccccc2c1=O	-28%	-6	-12	-6%	2%	4%	14%
30	O=C(CN1CCC(NC(=O)Cc2ccccc2)CC1)Nc1ccccc1Br	51%	-1	-5	4%	7%	?	-11%
31	C/C=C/C(O)c1ccc2ccccc2c1 (stereo not drawn)	-22%	20*!	26*!	4%	/	?	-15%
32	Cc1ccc(C(=O)N/C(=C/c2cccs2)C(=O)NCCCn2ccnc2)cc1	-4%	-2	5	-2%	-4%	2%	9%
33	CC(Cc1ccccc1)NC(=O)C(c1ccc(N)cc1)c1ccc(N)cc1 (stereo not drawn)	-8%	-3	-1	0%	-2%	26%	?
34	Cc1ccc(NC(=O)CCCn2c(=S)[nH]c3ccsc3c2=O)cc1C	-55%	-4	-10	6%	?	?	16%
35	Cc1ccc(CNC(=O)C2CCCN2C(=O)Nc2cccc(Cl)c2)cc1 (stereo not drawn)	-8%	1	-3	-5%	4%	?	14%
36	Fc1ccc(/C=N\Nc2cccc(F)c2)cc1	-22%	-2	-9	-2%	-4%	-9%	9%
37	CC(C)(C)c1cc(P(=O)(c2ccccc2)c2ccccc2)ccc1O	-22%	1	-3	5%	-4%	6%	?
38	COc1ccc(OC)c(NC(=O)CSc2nc3ccccc3c3nc4ccccc4n23)c1	-40%	-3	31	1%	/	?	0.83µM*
39	Cc1cccc(C)c1NC(=O)CNC(=O)C(NC(=O)c1ccc(C(C)(C)C)cc1)C(C)C (stereo not drawn)	-5%	0	-19	4%	-2%	?	-17%
40	Cn1cc(CCC(=O)N2CCCC(N3CCN(c4ccccc4F)CC3)C2)cn1 (stereo not drawn)	1%	7	16	0%	6%	?	40%

Pulled one by one from the list above (three):
item	canonical_smiles	AmpC no deterg	CHX counter	Shiga toxin inh	LmPK inh	Tb PYK inh	Pf growth 96h	Pf growth 48h
27	COc1ccc(N2CCN(C(=S)Nc3cccc(OC)c3)CC2)cc1	-32%	8	/	-2%	3%	18%	7%
40	Cn1cc(CCC(=O)N2CCCC(N3CCN(c4ccccc4F)CC3)C2)cn1 (stereo not drawn)	1%	7	16	0%	6%	?	40%
38	COc1ccc(OC)c(NC(=O)CSc2nc3ccccc3c3nc4ccccc4n23)c1	-40%	-3	31	1%	/	?	0.83µM*

The listing continues:
item	canonical_smiles	AmpC no deterg	CHX counter	Shiga toxin inh	LmPK inh	Tb PYK inh	Pf growth 96h	Pf growth 48h
41	CCC1Oc2ccccc2N(CC(=O)NCCCN2CCN(Cc3ccccc3)CC2)C1=O (stereo not drawn)	47%	-3	-4	1%	1%	/	-7%
42	COCCNC(=O)C(OC(=O)CC1Sc2ccccc2NC1=O)c1ccccc1 (stereo not drawn)	26%	7	13	9%	-9%	?	?
43	CC(=O)c1cccc(NC(=O)C23CC4CC(C2)CC(n2cncn2)(C4)C3)c1	-5%	5	11	-1%	-12%	29%	-6%
44	CCc1cc(=O)oc2cc(OCC(=O)NCC3CCC(C(=O)O)CC3)ccc12 (stereo not drawn)	-25%	6	-11	3%	3%	-7%	0%
45	CN(C)S(=O)(=O)c1ccc(C(=O)Nc2nnc(-c3ccco3)o2)cc1	-6%	21	4	0%	4%	?	?
46	CCOc1cc(C(=O)Nc2cc(=O)n(C)c(=O)n2C)cc(OCC)c1OCC	-14%	-1	-7	1%	-1%	25%	1%
47	CCS(=O)(=O)N1CCN(c2ccc(C(=O)N3CCOCC3)cc2[N+](=O)[O-])CC1	17%	-1	-2	1%	3%	8%	2%
48	COc1ccc(Br)cc1/C=N/n1c(COc2ccccc2)n[nH]c1=S	-21%	-2	-4	-1%	-21%	-2%	/
49	CN1/C(=C/C2CC(=O)NC2=O)C(C)(C)c2ccccc21 (stereo not drawn)	-7%	6	-10	-1%	8%	14%	/
50	CCCc1ccc(NS(=O)(=O)c2c(C)oc(C)c2C(=O)OC)cc1	-16%	-1	-4	2%	-3%	-14%	-16%
51	Cc1cccc(C)c1OCCN1CCOCC1	-7%	0	2	0%	1%	?	12%
52	CC1CC(NS(=O)(=O)c2cccs2)CC(C)(C)C1 (stereo not drawn)	-15%	-1	3	0%	0%	13%	/
53	CCC(Sc1ccc2nnc(-c3ccc(OC)c(OC)c3)n2n1)C(=O)O (stereo not drawn)	-13%	-6	-16	7%	-29%	?	/
54	CCC(c1c(C)[nH]oc1=O)c1c(C)[nH]oc1=O	3%	2	-10	0%	-10%	1%	0%
55	O=C(CNC(=O)c1ccc(Br)cc1)NCc1cccnc1	-11%	-6	-14	0%	-7%	23%	25%
56	CC1(C)Cc2c(cnn2-c2ccc(F)cc2)C(NC(=O)CCn2cncn2)C1 (stereo not drawn)	43%	25*	16	-6%	4%	?	-2%
57	O=C(Nc1ccc(S(=O)(=O)Nc2cnc3ccccc3n2)cc1)c1ccc([N+](=O)[O-])cc1Cl	-32%	-1	-6	-3%	4%	0%	-5%
58	COc1ccccc1CNCC(O)Cn1c2ccccc2c2ccccc21 (stereo not drawn)	26%	-11	-27	4%	2%	2.1µM*	1.5µM*
59	COc1ccc(OC)c(S(=O)(=O)Nc2ccccc2F)c1	-18%	-4	-10	0%	2%	-10%	-1%

Some entries already given with just LmPK inh and Pf growth 48h:
no.	smiles	LmPK inh	Pf growth 48h
41	CCC1Oc2ccccc2N(CC(=O)NCCCN2CCN(Cc3ccccc3)CC2)C1=O (stereo not drawn)	1%	-7%
42	COCCNC(=O)C(OC(=O)CC1Sc2ccccc2NC1=O)c1ccccc1 (stereo not drawn)	9%	?
43	CC(=O)c1cccc(NC(=O)C23CC4CC(C2)CC(n2cncn2)(C4)C3)c1	-1%	-6%
44	CCc1cc(=O)oc2cc(OCC(=O)NCC3CCC(C(=O)O)CC3)ccc12 (stereo not drawn)	3%	0%
45	CN(C)S(=O)(=O)c1ccc(C(=O)Nc2nnc(-c3ccco3)o2)cc1	0%	?
